From PubChem
Pf growth 48h = P. falciparum growth inhibition at 48 hours (one generation); AID 504832; P. falciparum luciferase growth in erythrocytes, 48 h; 310,000 compounds, 5.9% hits; Potency, µM (titrated, usually from 28.7 µM), without a hit: top-dose activity change, negative = inhibition, most hits filed as inhibitors
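Firefly luciferase activity from engineered P. falciparum reports growth; inhibitors lower the luminescent signal. Cultures contained 2% hematocrit erythrocytes at 0.1% final parasitemia.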
Sm TGR block = blocks Schistosoma mansoni thioredoxin glutathione reductase. Potency, µM (series often up to 114 µM), inactives show at the top dose activity change, negative = inhibition, most hits filed as inhibitors. Q962Y6. purified TGR, DTNB reduction, TNB absorbance 405 nm. 360,000 compounds, 3% hits; further: nearly all actives have a fitted effect of over 60% in size
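First, TGR (20 nM dispensed) and NADPH were mixed with compound. Second, a 15 min room-temperature incubation followed. Third, further NADPH and then DTNB were added to start the reaction. Finally, TNB absorbance was monitored kinetically.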
Pf growth 96h = P. falciparum growth inhibition at 96 hour, primary screen for plastid delayed-death inhibitors; 320,000 compounds, 6.9% hits; P. falciparum luciferase reporter growth, 96 h; Potency, µM (series often up to 28.7 µM), for the others: at the highest dose activity change, negative = inhibition, most hits filed as inhibitors; AID 504834
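P. falciparum expressing integrated firefly luciferase grown in erythrocytes (2% hematocrit, 0.05% parasitemia final) with compounds for 96 hours at 37 C, 5% CO2. Growth inhibition read as loss of luminescence after adding luciferase detection reagent.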
HCV inh = blocks hepatitis C virus; Huh7.5.1 HCVcc-Cre infection, luciferase reporter, 44 h; Potency, µM (highest dose often 41.8 µM), for the others: top-dose activity change, negative = inhibition, hits mostly inhibitors; 340,000 compounds, 3.4% hits
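Cells seeded at 1,000/well and cultured 4 h, then compounds added followed by HCVcc-Cre virus (~0.5 moi). After 44 h further culture, luciferase substrate was added, plates held 15 min at room temperature, and luminescence read for 15 sec.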
TbPYK inhibitor = blocks Trypanosoma brucei pyruvate kinase | TbPYK enzyme, Kinase-Glo Plus ATP luminescence, 45 min | Potency, µM (top dose mostly 76.8 µM), without a hit: at the top dose activity, negative = inhibition, hits mostly inhibitors | 410,000 compounds, 0.12% hits | AID 624173; further: nearly all actives have a fitted effect of over 50% in size
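T. brucei PYK with substrate was exposed to pin-transferred compounds across a concentration series, then started with 130 uM ADP (final). After 45 min at room temperature, Kinase-Glo Plus luminescence was read, normalized and curve-fitted.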
LmPK inhibitor = blocks Leishmania mexicana pyruvate kinase activity. Q27686. purified LmPK, Kinase-Glo ATP luminescence, 1 h. Potency, µM (top dose mostly 57.5 µM), for the others: top-dose activity change, negative = inhibition, usual class: inhibitors. 290,000 compounds, 0.37% hits
Target sequence (Q27686 whole entry, looked up): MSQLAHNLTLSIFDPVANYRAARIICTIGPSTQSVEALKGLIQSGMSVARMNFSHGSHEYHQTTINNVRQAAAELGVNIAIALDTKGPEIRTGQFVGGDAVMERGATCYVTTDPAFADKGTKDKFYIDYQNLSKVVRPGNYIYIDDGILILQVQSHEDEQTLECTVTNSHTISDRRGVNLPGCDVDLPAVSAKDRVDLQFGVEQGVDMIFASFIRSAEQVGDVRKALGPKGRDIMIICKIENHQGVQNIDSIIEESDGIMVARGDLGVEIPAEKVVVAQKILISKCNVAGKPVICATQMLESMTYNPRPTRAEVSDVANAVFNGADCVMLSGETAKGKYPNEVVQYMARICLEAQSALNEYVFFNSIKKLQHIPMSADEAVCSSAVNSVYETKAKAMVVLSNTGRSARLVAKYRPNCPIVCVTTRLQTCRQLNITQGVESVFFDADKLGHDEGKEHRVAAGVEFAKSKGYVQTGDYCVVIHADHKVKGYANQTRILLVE
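Screened at intermediate enzyme activity to detect both inhibitors and activators: LmPK at 0.1 nM, with a 0.5 nM enzyme column as activation reference. PEP 0.5 mM, ADP 0.1 mM; ATP detected by luminescence after 1 h.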
Numbers without * were called inactive; ? = inconclusive; nt = not tested or not shown; & = joins results of further samples; [ ] = dose if it differs, or a comment. The call rests on the fitted dose curve; in most records, active means well fitted curve in the direction sought with a large enough effect; inconclusive means small, poorly fitted or top-dose-only effect, or another doubt; inactive means no such curve, though single readings can be large; an effect the other way counts as inactive or inconclusive. On the % scale 0 is the no-effect control and ±100 the full control effect; potency means the concentration at half of the fitted maximal effect. Not a hit list, and some 16% of all compounds hit somewhere here.

SMILES	Pf growth 48h	Sm TGR block	Pf growth 96h	HCV inh	TbPYK inhibitor	LmPK inhibitor
COc1cccc(NC(=O)CCCNC(=O)Cn2cnc3sc(C)c(C)c3c2=O)c1	-4%	-7%	-29%	-15%	8%	-5%
CC(=O)Nc1c(-c2ccccc2)nc2ncccn12	nt	-23%	-12%	17%	1%	15%
O=C(Nc1ccccc1)c1ccc2c(c1)OCCO2	49%[activator]	2%	35%[activator]	-7%	-17%	14µM*
CCOC(=O)N1CCN(S(=O)(=O)c2ccc(C(=O)N(CCCN(C)C)c3nc4cc(OC)ccc4s3)cc2)CC1	1%	-7%	-2%	?	0%	nt
CN(c1ccccc1)c1nc(-n2ccnc2)nc(-n2ccnc2)n1	?	10%	nt	?	0%	-4%
C#CCn1c(=NC(=O)CN2C(=O)CCC2=O)sc2cccc(OC)c21	14%	-1%	-20%	-14%	6%	3%
CN(C)c1cccc(C(=O)N/N=C/c2ccsc2)c1	122%[activator]	-18%	59%[activator]	30%[activator]	-5%	-3%
CC1(C)CC(c2nc(-c3ccc(Br)cc3)cs2)CCS1 (centres undefined)	10%	0%	-7%	?	-27%	-2%
O=C(c1c(F)cccc1Cl)N1CCN(S(=O)(=O)c2ccc3c(c2)OCCCO3)CC1	-17%	-1%	?	?	15%	3%
COc1ccc(CN2CCN(C(=O)COc3ccc4ccccc4c3)CC2)c(OC)c1	?	-8%	?	?	2%	6%
Cc1onc(-c2c(Cl)cccc2Cl)c1/C(N)=N/OC(=O)C(C)(C)C	12µM*	6%	8.3µM*	8%	-4%	-2%
Cc1cc(=O)[nH]c(SCC(=O)N2CCCCCC2)n1	-1%	-1%	nt	5%	-6%	3%
CCOc1ccc(C(=O)/C=C/c2ccc(OC)c(OC)c2)cc1	?	nt	?	?	2%	-11%
Cc1cc(OCc2cc(C(=O)NCC3(C)COC3)no2)cc(C)c1Cl	-27%	-7%	?	?	0%	3%
C=C(C)Cn1c(C2CC(=O)N(c3ccccc3F)C2)nc2ccccc21 (centres undefined)	4%	3%	-18%	-3%[8.37 µM]	-4%	6%
CCCCC(=O)Nc1ccc(C)c(S(=O)(=O)N2CCCCCC2)c1	?	-2%	?	?	4%	nt
CCOC(=O)c1cnn(CCOC(=O)c2cccs2)c1NC(=O)c1cccs1	50%[activator]	-21%	0%	-18%	2%	4%
O=C(COC(=O)c1cc(-c2ccccc2)nc2ccccc12)Nc1ccc2c(c1)OCO2	9%	-17%	25%	-6%	3%	-1%
CC(C)C(=O)N1N=C(c2ccc(NS(C)(=O)=O)cc2)CC1c1cccs1 (centres undefined)	-26%	-16%	?	?	6%	4%
Cc1cc(C)c(OCC(=O)OC(C)C(=O)NCc2ccccc2)c(C)c1 (centres undefined)	5%	2%	22%	3%	2%	nt
O=C1CCCN1C(=O)COc1ccccc1[N+](=O)[O-]	0%	4%	0%	3%	6%	nt
O=[N+]([O-])c1cc(S(=O)(=O)N2CCCC2)ccc1N/N=C/c1cccnc1	-13%	-4%	?	2%	-6%	-1%
O=C(Nc1ccncc1)C1CCN(S(=O)(=O)c2c(Cl)cccc2Cl)CC1	-24%	-1%	?	-24%	-4%	nt
O=S(=O)(c1ccc(SCc2ccccc2)nc1)N1CCCCCC1	-6%	-23%	6%	?	-4%	nt
CCOC(=O)c1c(C2CC2)csc1NC(=O)COC(=O)c1ccc[n+]([O-])c1	-4%	-5%	30%	?	-9%	3%
CN(C(=O)COC(=O)c1ccc(Br)o1)c1c(N)n(Cc2ccccc2)c(=O)[nH]c1=O	10%	3%	5%	24%	0%	nt
CCCCC(=O)N/N=C/c1c(O)n(CCc2ccccc2)c(=O)[nH]c1=O	?	-13%	2%	9%	1%	2%
Cc1cccc(NCc2ccc(N(C)C)cc2)n1	44%[activator]	1%	?	-22%	-8%	2%
COc1ccc(-c2csc3ncnc(N4CCN(c5cccc(Cl)c5)CC4)c23)cc1	?	1%	7.4µM*	?	5%	-3%
Cc1nnc(NC(=O)C2CCCO2)s1 (centres undefined)	26%	-29%	nt	11%	8%	4%
Cc1cc(C)c(COCc2cc(/C=N/O)c(C)cc2C)cc1/C=N/O	nt	6%	10µM*	?	-8%	-1%
COc1cc(CCC(=O)OCC(=O)Nc2ccc(F)c(F)c2)cc(OC)c1OC	2%	-1%	5%	1%	-2%	-7%
COc1ccc(NC(=S)N(Cc2ccc(Cl)cc2)Cc2ccc(C(=O)O)cc2)cc1Cl	7%	-2%	16%	24%	-13%	-2%
CCC(=O)Nc1cc(NC(=O)CSc2nnc(C(C)C)n2CC)ccc1C	-21%	-20%	nt	2%	1%	-4%
O=C1c2ccccc2-n2c1nc1ccccc1c2=O	0.33µM*	7%	0.0037µM*	-7%	9%	-10%
COc1cc(/C=C2\N=C3CCCCCN3C2=O)ccc1O	8%	56µM*	nt	10%&-19%	8%	-10%
CSc1nc(C)cc(OCC#N)n1	5%	0%	0%	10%	0%	4%
O=C(NNC(=O)C1CCCO1)c1ccc(F)cc1 (centres undefined)	19%	0%	42%[activator]	27%	7%	0%
COc1ccc(-c2c(C)oc3c(CN4CCCCC4C)c(O)ccc3c2=O)cc1OC (centres undefined)	?	5%	12µM*	-16%	-15%	5%
CCC(CC)C(=O)Nc1cccc(C(=O)N2CCOCC2)c1	25%	5%	121%[activator]	13%	-12%	-10%

Gathered by group, those above with a thiophene ring, fused or not (6)
SMILES	Pf growth 48h	Sm TGR block	Pf growth 96h	HCV inh	TbPYK inhibitor	LmPK inhibitor
COc1cccc(NC(=O)CCCNC(=O)Cn2cnc3sc(C)c(C)c3c2=O)c1	-4%	-7%	-29%	-15%	8%	-5%
CN(C)c1cccc(C(=O)N/N=C/c2ccsc2)c1	122%[activator]	-18%	59%[activator]	30%[activator]	-5%	-3%
CCOC(=O)c1cnn(CCOC(=O)c2cccs2)c1NC(=O)c1cccs1	50%[activator]	-21%	0%	-18%	2%	4%
CC(C)C(=O)N1N=C(c2ccc(NS(C)(=O)=O)cc2)CC1c1cccs1 (centres undefined)	-26%	-16%	?	?	6%	4%
CCOC(=O)c1c(C2CC2)csc1NC(=O)COC(=O)c1ccc[n+]([O-])c1	-4%	-5%	30%	?	-9%	3%
COc1ccc(-c2csc3ncnc(N4CCN(c5cccc(Cl)c5)CC4)c23)cc1	?	1%	7.4µM*	?	5%	-3%

Among those listed so far, these have a nitro group on carbon:
SMILES	Pf growth 48h	Sm TGR block	Pf growth 96h	HCV inh	TbPYK inhibitor	LmPK inhibitor
O=C1CCCN1C(=O)COc1ccccc1[N+](=O)[O-]	0%	4%	0%	3%	6%	nt
O=[N+]([O-])c1cc(S(=O)(=O)N2CCCC2)ccc1N/N=C/c1cccnc1	-13%	-4%	?	2%	-6%	-1%

Further structures follow.
SMILES	Pf growth 48h	Sm TGR block	Pf growth 96h	HCV inh	TbPYK inhibitor	LmPK inhibitor
O=C1CCC(C(=O)N2CCC(O)(c3ccccc3)CC2)CN1CCc1ccccc1 (centres undefined)	2%	1%	31%	nt	6%	-4%
CCC(C)[C@H](NC(=O)N1CC(=O)Nc2ccccc21)C(=O)N[C@@H](C(=O)O)c1ccccc1 (some centres undefined)	12%	-10%	?	23%	4%	-1%
COc1ccc(N2CC(C(=O)N[C@@H](C)C(=O)NCc3ccccc3OC)CC2=O)cc1 (some centres undefined)	13%	7%	-18%	-3%	0%	-11%
CN(C)CCCNC(=O)CC(c1ccccc1)c1ccccc1O (centres undefined)	8%	0%	0%	4%	-3%	-1%
Cc1occc(=O)c1OC(=O)Nc1ccccc1	22%	-17%	nt	8%	6%	1%
CCOC(=O)c1cnc2cc(F)c(F)cc2c1N1CCN(C)CC1	?	-8%	?	nt	nt	-8%
CCCN(CCO)Cc1ccc(F)c(Br)c1	10%	9%	-5%	?	15%	-5%
COc1ccc(OC)c(-n2c(SCC(=O)Nc3cccc(S(N)(=O)=O)c3)nc3ccccc3c2=O)c1	?	25%	?	?	1%	9%
c1ccc(-c2onc(-c3ccco3)c2-c2ccc3c(c2)OCO3)cc1	?	50µM*	13µM*	-9%	4%	0%
N#CCSc1nnc(COc2ccccc2)n1-c1ccccc1	-27%	14%	1%	21%	5%	0%
O=C(Cc1nnc(NC(=O)c2ccccc2)s1)N/N=C/c1ccc(O)cc1	51%[activator]	2%	303%[activator]	-29%	-2%	-3%
CCc1ccc(N2CC(C(=O)Nc3ccc(S(=O)(=O)N4CCCCC4)cc3)CC2=O)cc1 (centres undefined)	?	4%	?	nt	2%	1%
COc1ccc(NS(=O)(=O)c2ccc(C)cc2)c([N+](=O)[O-])c1	-10%	-1%	-7%	12%	0%	-2%
CN(C(=O)C1CCCO1)c1nnc(-c2ccccn2)s1 (centres undefined)	40%[activator]	0%	-1%	25%	-1%	-3%
COc1cc(NC(=O)c2ccc3c(c2)OCO3)ccc1NC(=O)C(C)C	24%	5%	-16%	-19%	-3%	-9%
COc1ccc(NC(=O)CN(c2ccc(OC)c(Cl)c2)S(=O)(=O)c2ccccc2)c(OC)c1	?	-10%	12µM*	?	1%	-1%
O=C(COC(=O)[C@@H]1CC(O)CN1S(=O)(=O)c1ccc2c(c1)OCCO2)Nc1ccccc1F (some centres undefined)	1%	0%	?	5%	0%	12%
O=C(Nc1ccc(Br)cc1Cl)Nn1cnnc1	-3%	-13%	-24%	15%	4%	4%
O=C(OCc1ccc(Cl)c(Cl)c1)c1ccc[nH]1	87%[activator]	-7%	102%[activator]	5%	8%	-3%
CSc1ccc(C=O)cc1	20%	2%	39%[activator]	36%[activator]	2%	nt
Cc1c(OC(=O)N(C)C)ccc2c1O/C(=C\c1ccco1)C2=O	33%[activator]	11µM*	34%[activator]	-29%	-19%	2%
CC(C)C(=O)N1CCN(c2ccc(NC(=O)c3ccc([N+](=O)[O-])o3)cc2Cl)CC1	8%	0%	?	10µM*	4%	-1%
Cc1ccc2cccc(Oc3ncnc4sc(C)c(C)c34)c2n1	-6%	0%	?	5%	3%	1%
CCOc1ccc(S(=O)(=O)N2CCN=C2c2ccccc2)cc1	-1%	3%	?	-10%	6%	-3%
COc1cccc(N2CC(NS(=O)(=O)c3cccs3)CC2=O)c1 (centres undefined)	4%	1%	9%	5%[8.37 µM]	-1%	nt
COc1ccc(Cl)c2sc(N3CCN(C(C)=O)CC3)nc12	5%	6%	22%	?	-3%	-3%
O=C(c1cc(COc2c(F)cccc2F)on1)N(Cc1ccccc1)CC1CC1	1%	5%	-16%	?	2%	0%
O=C(NCc1ccco1)[C@@H]1CCCN1C(=O)c1cccs1	-6%	40µM*	nt	12%	-8%	-12%
Cc1ccc(CNC(=O)CSc2nc3ccsc3c(=O)n2Cc2ccccn2)cc1	46%[activator]	1%	-6%	-6%	-2%	-3%
CCOc1ccc(C2C(C#N)=C(N)Oc3nc[nH]c(=O)c32)cc1OC (centres undefined)	-21%	-21%	47%[activator]	23%	0%	-1%
O=C(O)[C@H]1CN(C/C=C/P(=O)(O)O)CCN1	-2%	nt	12%	nt	0%	nt
CC(C)Nc1nc(Cl)nc(NC2CCCCC2)n1	-6%	-20%	?	-9%	-1%	0%
CCCCCCn1nc(C(=O)N(CCOC)c2c(N)n(CCCC)c(=O)[nH]c2=O)c2ccccc2c1=O	-87%	0%	-62%	?	3%	nt
CC(=O)Nc1ccc(NS(=O)(=O)c2ccc(-c3cnc(C4CC4)o3)cc2)cc1	9%	1%	-5%	?	1%	1%
COc1ccc2c(c1)CCc1c(C(=O)N3CCCC3)noc1-2	90%[activator]	0%	?	-25%	-1%	-1%
Cc1cccc2nc(C(=O)Nc3cc(Cl)ccc3-n3cncn3)cn12	35%[activator]	-23%	19%	?	-11%	nt
C/C(=N\NS(=O)(=O)c1ccccc1)c1cccc(NC(=O)c2cccc(Cl)c2)c1	18%	11%	-24%	-22%	-14%	-2%
